Bioassay records deposited in PubChem BioAssay by National Center for Advancing Translational Sciences (NCATS).
RGS4 inhibitor: Inhibitors of Regulator of G Protein Signaling (RGS) 4: qHTS. Potency, µM (top dose mostly 114 µM), for inactives: top-dose activity change, negative = inhibition, actives largely listed as inhibitors. 390,000 compounds, 0.039% hits. Regulator of G-protein signaling 4 (Homo sapiens), P49798. Transcreener GDP fluorescence polarization, RGS4-accelerated GTP hydrolysis. AID 504845, 2011; note: % is set by controls: 0 for no effect and ±100 for the full control effect; nearly all actives have a fitted effect of over 75% in size; some results filed as inactive show a strong effect at the top dose
Target sequence (P49798 whole entry, looked up): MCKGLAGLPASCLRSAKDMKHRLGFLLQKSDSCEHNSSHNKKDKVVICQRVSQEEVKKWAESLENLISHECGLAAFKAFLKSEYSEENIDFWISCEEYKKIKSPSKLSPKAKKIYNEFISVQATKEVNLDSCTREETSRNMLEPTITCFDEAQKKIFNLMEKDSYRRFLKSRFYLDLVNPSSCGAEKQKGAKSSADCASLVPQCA
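MLSMR compounds (23 nl, pin-transferred) preincubated 10 min at room temperature with a 500nM (2x) first reagent, then RGS4 at 900nM (2x) plus Transcreener GDP mix added; fluorescence polarization (620/688 nm) read before and after 90 min at 30 °C.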
Vif-A3F inh: qHTS for Inhibitors of Vif-A3F Interactions: qHTS; HeLa A3F-eYFP + Vif (tagged APOBEC3F with the HIV-1 protein that degrades it), YFP fluorescence increase; Potency, µM (top dose mostly 46.1 µM), for the others: top-dose activity, negative = active; 390,000 compounds, 0.2% hits; note: % of control where 0% means no effect; nearly all actives have a fitted effect of over 65% in size
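Fluorescence increase (Ex 488/Em 500-530) after overnight compound treatment at 37 deg C flags inhibition of Vif-driven A3F-eYFP loss in stable HeLa A3F-eYFP/Vif cells seeded overnight beforehand.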
TrxR1 substrate: qHTS Assay for Substrates of Mammalian Selenoprotein Thioredoxin Reductase 1 (TrxR1): qHTS. Thioredoxin reductase 1, cytoplasmic (Rattus norvegicus), O89049. purified TrxR1 substrate turnover, NADPH consumption readout. Potency, µM (series often up to 114 µM), for inactives: top-dose activity change, negative = substrate turnover. 390,000 compounds, 0.01% hits; note: % is set by controls: 0 for no effect and ±100 for the full control effect; nearly all actives have a fitted effect of over 50% in size
Target sequence (O89049 whole entry, looked up): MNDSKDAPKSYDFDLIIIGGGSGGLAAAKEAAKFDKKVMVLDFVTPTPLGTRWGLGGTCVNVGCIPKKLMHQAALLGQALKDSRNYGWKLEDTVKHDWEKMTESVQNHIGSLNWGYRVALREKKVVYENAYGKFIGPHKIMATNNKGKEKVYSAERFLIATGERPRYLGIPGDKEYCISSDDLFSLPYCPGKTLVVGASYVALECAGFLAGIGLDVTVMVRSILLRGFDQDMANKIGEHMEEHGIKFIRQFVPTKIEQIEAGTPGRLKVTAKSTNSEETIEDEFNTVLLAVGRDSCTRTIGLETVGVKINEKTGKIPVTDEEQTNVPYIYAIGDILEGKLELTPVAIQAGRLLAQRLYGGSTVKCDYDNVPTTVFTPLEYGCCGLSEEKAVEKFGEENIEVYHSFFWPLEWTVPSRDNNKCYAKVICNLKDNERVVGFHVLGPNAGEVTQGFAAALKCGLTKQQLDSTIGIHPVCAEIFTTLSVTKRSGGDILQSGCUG
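Rat TrxR1, dispensed at 90 nM, was prereduced with 400 uM NADPH (final) for 5 min at ~22 deg C, then incubated with compound 15 min before 400 uM selenite. A first-read NADPH fluorescence drop versus no-compound background flagged substrates.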
TrxR1 inh: qHTS Assay for Inhibitors of Mammalian Selenoprotein Thioredoxin Reductase 1 (TrxR1): qHTS; Thioredoxin reductase 1, cytoplasmic (Rattus norvegicus), O89049; recombinant rTrxR1, NADPH fluorescence consumption, selenite substrate; Potency, µM (top dose mostly 114 µM), for inactives: at the highest dose activity change, negative = inhibition, usual class: inhibitors; 390,000 compounds, 1% hits; AID 588453, 2011; note: % is set by controls: 0 for no effect and ±100 for the full control effect; nearly all actives have a fitted effect of over 65% in size
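Rat TrxR1 (90 nM in the dispensed reagent) was pre-reduced with 400 uM NADPH for 5 min at room temperature, then incubated with compound for 15 min. After 400 uM selenite was added, NADPH fluorescence (Ex 340/Em 450 nm) was followed for 8 min.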
USP1 inh: Inhibitors of USP1/UAF1: Primary Screen | Ubiquitin carboxyl-terminal hydrolase 1 (Homo sapiens), O94782 | recombinant USP1/UAF1, Ub-Rhodamine cleavage fluorescence | Potency, µM (series often up to 57.1 µM), inactives show at the top dose activity change, negative = inhibition, usual class: inhibitors | 390,000 compounds, 0.23% hits; note: % is set by controls: 0 for no effect and ±100 for the full control effect; nearly all actives have a fitted effect of over 60% in size; inactives centre near -12
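Step one: compound is pinned into 1nM USP1/UAF1 in HEPES pH 7.8 buffer with TCEP. Step two: 15 min room-temperature incubation. Step three: Ub-Rho (150nM final) starts cleavage, tracked by fluorescence over six one-minute reads.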
Vif-A3G inh: qHTS for Inhibitors of Vif-A3G Interactions: qHTS. HeLa A3G-eYFP + Vif (tagged APOBEC3G with the HIV-1 protein that degrades it), YFP fluorescence, overnight. DNA dC->dU-editing enzyme APOBEC-3G (Homo sapiens), Q9HC16. Potency, µM (highest dose often 46.1 µM), inactives show top-dose activity, negative = active, usual class: inhibitors. 410,000 compounds, 0.076% hits;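 note: % is set by controls: 0 for no effect and ±100 for the full control effect; nearly all actives have a fitted effect of over 60% in size; hits raise eYFP signal because A3G escapes Vif-driven loss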
Target sequence (Q9HC16 whole entry, looked up): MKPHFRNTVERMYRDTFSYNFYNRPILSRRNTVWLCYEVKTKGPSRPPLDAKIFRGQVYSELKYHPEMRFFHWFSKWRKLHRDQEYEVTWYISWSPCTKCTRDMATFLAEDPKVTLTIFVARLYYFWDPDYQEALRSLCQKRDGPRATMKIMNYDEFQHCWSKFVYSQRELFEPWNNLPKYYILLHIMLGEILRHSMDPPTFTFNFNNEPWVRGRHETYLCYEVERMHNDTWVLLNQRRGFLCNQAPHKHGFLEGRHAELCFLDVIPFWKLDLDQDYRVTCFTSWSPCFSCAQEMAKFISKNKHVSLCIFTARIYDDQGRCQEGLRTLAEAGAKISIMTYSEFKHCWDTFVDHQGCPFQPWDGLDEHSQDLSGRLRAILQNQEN
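HeLa cells stably expressing Vif and C-terminally eYFP-tagged A3G, seeded overnight at 37 deg C, then exposed to compound by pintool overnight at 37 deg C. Rise in yellow fluorescence (Ex 488/Em 500-530, Acumen) marks blocked Vif-driven A3G degradation.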
RXFP1 agonist: qHTS Assay for Agonists of the Relaxin Receptor RXFP1. Relaxin receptor 1 (Homo sapiens), Q9HBX9. HEK293T-RXFP1 cAMP TR-FRET, 30 min; response scale: percent of porcine relaxin response, buffer zero. Potency, µM (top dose mostly 57.5 µM), without a hit: at the highest dose activation, usual class: activators. 370,000 compounds, 0.3% hits. AID 2676, 2010; note: % is set by controls: 0 for no effect and ±100 for the full control effect; nearly all actives have a fitted effect of over 60% in size; many of its hits are not listed in these tables
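Agonist response is measured as cAMP accumulation in an RXFP1-transfected HEK293T line under PDE4 inhibition. Values are scaled between buffer-only and 29 nM porcine relaxin, and EC50s come from standard Hill equation fits.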
12-LOX inh: Primary qHTS assay for inhibitors of human arachidonate 12S-lipoxygenase (ALOX12): Round 2 | 580,000 compounds, 1.1% hits | Potency, µM (top dose mostly 108 µM), inactives show at the highest dose activity change, negative = inhibition, usual class: inhibitors | purified 12hLO, xylenol orange hydroperoxide absorbance | Polyunsaturated fatty acid lipoxygenase ALOX12 (Homo sapiens), P18054; note: % is set by controls: 0 for no effect and ±100 for the full control effect
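Purified human 12hLO (150 nM final) in 25 mM Hepes, 0.01% Triton X-100, pH 7.0 was preincubated 15 min at room temperature with compound. Then 40 uM arachidonic acid was added, 30 min. Hydroperoxide was read by Fe-XO absorbance ratio 573/405 nm.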
IDH1 R132H inh: qHTS for Inhibitors of mutant isocitrate dehydrogenase 1 (IDH1): qHTS; Isocitrate dehydrogenase [NADP] cytoplasmic (Homo sapiens), O75874; IDH1-R132H enzyme, NADPH consumption, diaphorase/resazurin fluorescence; Potency, µM (titrated, usually from 76.6 µM), for the others: top-dose activity change, negative = inhibition, hits mostly inhibitors; 390,000 compounds, 0.093% hits; note: % is set by controls: 0 for no effect and ±100 for the full control effect; nearly all actives have a fitted effect of over 65% in size
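IDH1-R132H (0.5 ug/mL) preincubated 30 min with compound, then NADPH (0.016 mM) and alpha-KG (2 mM) added; 80 min at RT, pH 7.5. Remaining NADPH coupled via diaphorase/resazurin to fluorescence (540/590 nm); concentration-response curves normalized to no-enzyme control.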
The depositor's hits bear a star; ? = inconclusive; / = not tested or not shown; & = joins results of further samples; ! = not confirmed by another sample; [ ] = dose if it differs, or a comment. Calls come from the whole dose curve; as a rule, active = well fitted curve in the direction sought with a large enough effect; inconclusive = small, poorly fitted or top-dose-only effect, or another doubt; inactive = no such curve, though single readings can be large; an effect the other way counts as inactive or inconclusive. Potency is the fitted concentration of half-maximal effect. Not all compounds are listed. The share of hits here may be higher or lower than overall.

SMILES	Vif-A3G inh	Vif-A3F inh	RGS4 inhibitor	TrxR1 inh	TrxR1 substrate	USP1 inh	RXFP1 agonist	12-LOX inh	IDH1 R132H inh
Cc1ccc(S(=O)(=O)Nc2ccc(C(=O)NCc3ccccn3)cc2)cc1	-0.4%	4.5%	13.0%	-2.1%	-0.3%	-19.3%	0.7%	69.4%[activator]	2.6%
O=C(c1cnc2nc3ccccc3n2c1)c1cc(F)ccc1O	-13.0%	-0.2%	12.5%	25.0%[57.1 µM]	12.2%[57.1 µM]	-9.3%	2.9%	-1.9%	7.4%
COc1ccc(OC)c(NC(=O)CSc2nc(C)cs2)c1	-0.3%	-0.2%	12.0%	24.8%	11.8%	-14.3%	0.9%	1.6%	4.4%
Cc1ccc(-n2nnnc2SCC(=O)Nc2cc(C)on2)c(C)c1	6.6%	4.3%	-31.6%	1.4%	-0.6%	-22.3%	-2.5%	-10.2%	2.3%
CCN(CC)C(=O)Cn1c(=O)n(-c2ccccc2)c(=O)c2c3c(sc21)CCC3	-0.4%&-3.8%	11.2µM*!	16.1%&26.8%	25.7%&17.5%	4.7%&7.0%	-16.3%&-23.3%	-0.2%&0.1%	?	0.7%&0.2%
CC(=O)Oc1ccc(-c2cccc(C(=O)NCCCO)c2)cc1	1.0%	-10.7%	16.2%	-8.4%	-11.1%	-4.6%	-0.2%	-11.5%	9.6%
O=C(CCC(=O)OCC(=O)c1ccc(-c2ccccc2)cc1)Nc1cccc(Cl)c1	-1.0%	-5.5%	42.7%	19.5%	-3.1%	0.6%	?	0.0%	11.8%
CN(C)S(=O)(=O)N1CCc2ccc(NC(=O)c3ccccc3Cl)cc2C1	4.1%	-16.9%	-3.5%	31.7%	1.7%	-1.4%	0.7%	-27.0%	5.3%
CN1C(=O)N(c2cccc3ccccc23)C(n2cncn2)C1(C)C (stereo not given)	-0.5%	0.8%	17.1%	2.7%[57.1 µM]	-7.0%	-5.0%	0.0%	0.0%[57.4 µM]	13.4%
COc1ccccc1CCC(=O)Nc1ccc(S(=O)(=O)Nc2cc(C)nc(C)n2)cc1	-4.3%	1.4%	-25.9%	7.7%	-4.1%	-7.6%	2.4%	?	-2.6%
CC(C)(C)C(=O)Nc1nc(NC(=O)C(C)(C)C)nc(-c2ccccc2Cl)n1	-8.1%	3.5%	-10.7%	6.6%	0.7%	-15.4%	1.2%	149.0%[activator]	1.5%
CCc1cccc(NC(=O)CCS(=O)(=O)c2cc3c(cc2C)NC(=O)CO3)c1	0.6%	-0.6%	2.5%	28.5%[57.1 µM]	-0.1%[57.1 µM]	-8.0%	2.0%	24.0%	-6.1%
COc1ccc(S(=O)(=O)N2CCCC(C(F)(F)F)C2)cc1 (stereo not given)	-0.2%	-10.2%	2.4%	16.8%	-2.0%	-5.2%	0.0%	0.4%	-0.3%
FC(F)(F)c1ccc(/C=N/N2CCN(Cc3cccc4ccccc34)CC2)cc1	-0.8%	1.1%	8.7%	6.6%	-3.5%	-10.7%	-2.1%	0.0%	-0.2%
O=S(=O)(NC1=NCCC1)c1cccc(NS(=O)(=O)c2ccc(F)c(Cl)c2)c1	-9.8%	1.1%	1.6%	24.1%	9.4%	-22.6%	-1.3%	57.5%[activator]	10.3%
COc1ccc2cc(Br)ccc2c1CC(=O)NC(C)(C)C	-5.2%	-1.7%	-14.3%	-16.2%	-11.4%	-12.6%	18.3%	8.3%	1.8%
O=c1c2ccccc2cnn1Cc1n[nH]c(=S)n1-c1ccccc1Cl	1.3%	2.6%	3.3%	-10.0%	1.0%	5.0%	25.7%	?	0.7%
Cc1cccnc1NC(=S)NC(=O)c1cncc(Br)c1	-5.4%	-5.8%	-28.0%	31.6µM*	10.0%	-9.6%	1.8%	-19.2%	6.4%
Cc1cc(C)cc(OCc2cc(=O)n3cc(C)sc3n2)c1	0.9%	-6.1%	23.9%	-1.0%	-0.3%	-2.1%	?	-24.4%	-1.3%
CCCP(=O)(CC(=O)O)c1ccccc1 (stereo not given)	1.6%	-0.5%	-35.3%	7.3%[57.1 µM]	-7.2%[57.1 µM]	-18.4%	0.5%	-16.2%	5.4%
Cc1ccc2c(C(=O)CN3CCN(c4ccccc4)CC3)c(C)[nH]c2c1	1.5%	-2.3%	-11.3%	-1.4%[57.1 µM]	12.5%	-13.4%	0.0%	-29.1%	1.1%
Cc1nc2c3ccccc3n(CC#N)c(=O)n2n1	1.0%	-12.7%	0.2%	14.0%[57.1 µM]	4.0%[57.1 µM]	-25.6%	10.9%	378.8%[activator]	-9.4%
COCCn1c(=NC(=O)c2ccc3c(c2)OCCO3)sc2cc(S(N)(=O)=O)ccc21	-15.9%	7.5%	-14.7%[56.9 µM]	27.1%	10.1%	-6.7%	?	-11.0%	2.0%
Clc1cccc(-n2cc(-c3ccccc3)c3c(NC4CCCC4)ncnc32)c1	5.4%	-1.9%	-25.0%	-1.6%[57.1 µM]	-4.1%[57.1 µM]	-2.3%	-1.3%	-12.2%	-7.3%
O=C(Nc1ccncc1)c1ccc(Br)cc1	2.4%	8.3%	5.6%	36.9%[2.29 µM]	1.4%	-9.7%	-0.7%	20.3%	16.1%
Fc1ccc(NC(=S)N2CCCC2)cc1	-6.2%	-3.6%	-1.5%	20.9%	8.6%	4.9%	/	147.6%[activator]	8.0%
O=C1CN(C(=O)CSc2nnnn2-c2ccc(Cl)cc2)c2ccccc2N1	-6.5%	0.1%	25.0%	-12.8%	-5.9%	-16.6%	-0.4%	-19.7%	-1.3%
CC(=O)NNC(=O)CCC(=O)Nc1ccccc1	1.8%	-12.2%	11.7%	2.0%	5.6%	-2.1%	-0.7%	21.0%	-2.2%
Cn1c(=O)n(CCc2ccccc2)c(=O)c2c1nc1n2CCCN1CCc1ccccc1	-2.8%	1.4%	-27.5%	-0.3%[57.1 µM]	1.7%[57.1 µM]	-6.3%	-0.7%	0.0%	0.8%
O=C1C=C(c2ccccc2)CC(c2cccs2)C1n1cnc([N+](=O)[O-])c1 (stereo not given)	-5.8%	-3.7%	-4.1%	-6.0%[57.1 µM]	1.3%[57.1 µM]	-1.5%	0.5%	?	3.7%
COCC(=O)Nc1ccc2c(c1)[C@@H]1C[C@H](CC(=O)OC)O[C@@H](CO)[C@@H]1O2	-1.8%	-1.9%	/	/	/	-22.2%	/	1.1%	1.0%
CC(C)CCNC(=O)CCc1nnc(Cc2c[nH]c3ccccc23)o1	1.3%	-13.0%	24.7%	?	-1.9%	-9.2%	1.9%	?	1.4%
CCn1c(CCC(=O)N(C)CC(=O)Nc2cccc(F)c2)nc2cc(S(=O)(=O)N(C)C)ccc21	-0.7%	-2.6%	-11.6%	-15.0%	-11.2%	-7.3%	1.3%	-3.7%	10.8%
OCc1nc2nc(Cl)c(Cl)nc2[nH]1	-3.6%	0.7%	14.7%	1.3%[57.1 µM]	5.4%[57.1 µM]	-4.4%	12.5%	89.7%[activator]	-2.2%
NC(=O)c1ccsc1NC(=O)COC(=O)c1ccncc1	-8.7%	-14.1%	-1.7%	18.8%[57.1 µM]	3.6%	-13.5%	1.8%	/	-1.3%
COc1ccc(N2CCN(c3ccc(S(=O)(=O)N(C(C)C)C(C)C)cn3)CC2)cc1	-0.5%	1.7%	13.8%	71.9%[activator]	18.4%	-9.9%	-1.3%	-2.3%	1.4%
CCOCc1c(C(=O)NCC(c2ccco2)N2CCCC2)oc2ccccc12 (stereo not given)	2.9%	-0.6%	15.9%	4.3%	-2.4%	-1.9%	/	?	-9.0%
O=C(Nc1nnc(S(=O)(=O)N2CCOCC2)s1)c1ccccc1F	-0.5%&-2.0%	-3.3%&-1.3%	-21.1%&16.9%	17.4%&13.2%	3.0%&1.3%	-15.7%&-3.0%	10.4%&4.3%	?	6.5%&29.4%

Complete entries as entered above:
Listed for `CCn1c(CCC(=O)N(C)CC(=O)Nc2cccc(F)c2)nc2cc(S(=O)(=O)N(C)C)ccc21` → Vif-A3G inh = -0.7%; Vif-A3F inh = -2.6%; RGS4 inhibitor = -11.6%; TrxR1 inh = -15.0%; TrxR1 substrate = -11.2%; USP1 inh = -7.3%; RXFP1 agonist = 1.3%; 12-LOX inh = -3.7%; IDH1 R132H inh = 10.8%
Listed for `CCOCc1c(C(=O)NCC(c2ccco2)N2CCCC2)oc2ccccc12` (stereo not given) → Vif-A3G inh = 2.9%; Vif-A3F inh = -0.6%; RGS4 inhibitor = 15.9%; TrxR1 inh = 4.3%; TrxR1 substrate = -2.4%; USP1 inh = -1.9%; RXFP1 agonist = /; 12-LOX inh = ?; IDH1 R132H inh = -9.0%
